Screens as filed in PubChem BioAssay.
FLuc modulator: counter-screen for miR-21 project: firefly luciferase inhibitors or activators; P08659; purified FLuc, Km substrates, luminescence inhibition; Potency, µM (highest dose often 57.5 µM), for the others: at the highest dose activity change, negative = inhibition, usual class: inhibitors; 360,000 tested, 6.9% active; active = well fitted inhibition curve with a large enough effect; inconclusive = small, poorly fitted or top-dose-only effect;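 note: plate controls were vehicle for no effect and reference inhibitor for full effect; nearly all actives have a fitted effect of over 55% in size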
Target sequence (P08659 whole entry, looked up): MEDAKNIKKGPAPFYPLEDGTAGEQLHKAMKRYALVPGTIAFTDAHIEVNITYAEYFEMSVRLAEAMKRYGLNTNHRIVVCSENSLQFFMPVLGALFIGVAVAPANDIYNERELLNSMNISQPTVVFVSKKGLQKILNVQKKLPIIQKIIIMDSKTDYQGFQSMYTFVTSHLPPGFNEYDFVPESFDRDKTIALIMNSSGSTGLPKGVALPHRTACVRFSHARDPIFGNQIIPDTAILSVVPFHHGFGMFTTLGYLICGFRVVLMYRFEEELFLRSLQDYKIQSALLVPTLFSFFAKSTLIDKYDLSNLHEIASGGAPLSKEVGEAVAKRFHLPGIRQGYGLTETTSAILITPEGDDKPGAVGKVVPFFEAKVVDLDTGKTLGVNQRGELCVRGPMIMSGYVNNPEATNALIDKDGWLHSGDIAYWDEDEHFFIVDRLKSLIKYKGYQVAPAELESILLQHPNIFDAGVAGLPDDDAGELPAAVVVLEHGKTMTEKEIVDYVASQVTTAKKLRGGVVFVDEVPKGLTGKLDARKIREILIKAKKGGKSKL
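Purified P. pyralis luciferase (10nM final) with 10uM D-luciferin and 10uM ATP (Km levels) in 50mM Tris acetate pH 7.5, 10mM Mg acetate, 0.01% Tween-20, 0.05% BSA; qHTS 6-point titration, ~60 µM downward; luminescence read.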
Active calls of the source: *. Potency is the fitted concentration of half-maximal effect. Only part of the results is shown; the hit share may differ from the screen's.

How did COc1ccc(/C=C/C(=O)Nc2nc3n(n2)C(c2ccc(F)cc2)C=C(c2ccccc2)N3)cc1 (centres undefined) do in these assays?
FLuc modulator: -10%

What do the screens show for `CC(=O)c1ccc(N2CCN(c3ncnc4c3cnn4-c3cc(Cl)ccc3C)CC2)cc1`?
FLuc modulator: -4%

What do the screens show for `COc1ccccc1Cc1nc2ccccc2nc1SCC(=O)NCc1ccccc1Cl`?
FLuc modulator: -2%

Results for Cc1ccc(C)c(Nc2nn3c(=O)c4ccc(C(=O)N(C)Cc5ccccc5)cc4nc3s2)c1 ?
FLuc modulator: -8%

What do the screens show for `Cc1cc(-c2nc3ncccc3o2)ccc1NC(=O)c1ccc(Cl)cc1`?
FLuc modulator: 2%

What do the screens show for `Cc1ccc(NC(=O)Cn2nnc(C(=O)NCCc3ccccc3)c2N)cc1`?
FLuc modulator: 1%

Results for Cc1ccc(-n2ncc(C(=O)N3CCCCC3)c2C2CCN(C(=O)OC(C)(C)C)CC2)c(C)c1 ?
FLuc modulator: 5%

What do the screens show for `Cc1cc2ccccc2n2c(SCC(=O)Nc3cccc(C(F)(F)F)c3)nnc12`?
FLuc modulator: -5%

How did CCOc1cc(C2C(C(=O)OC)=C(C)NC3=C2C(=O)c2ccccc23)cc(Cl)c1O (centres undefined) do in these assays?
FLuc modulator: -15%

What do the screens show for `O=C(Nc1cc(Cl)cc(Cl)c1)c1cc(S(=O)(=O)N2CCc3ccccc3C2)ccc1F`?
FLuc modulator: 3%

What do the screens show for `Cc1nn2c(=O)cc(COC(=O)c3cccc(NC(=O)COc4ccc(C)c(C)c4)c3)nc2s1`?
FLuc modulator: inconclusive

What do the screens show for `COc1cc(C2C(C(=O)Nc3ccc(C)cc3C)=C(C)Nc3nc(SCc4ccccc4)nn32)cc(OC)c1OC` (centres undefined)?
FLuc modulator: -7%

What do the screens show for `Cc1ccc(NC(=O)Nc2cccs2)c(C)c1`?
FLuc modulator: inconclusive

Results for CCOC(=O)c1cc(-c2ccc(F)cc2)n(CCC(=O)NCc2ccc(C)cc2)c1C ?
FLuc modulator: -8%

How did CCOc1cc(C2C(C(=O)OC)=C(C)NC3=C2C(=O)c2ccccc23)c(Br)cc1O (centres undefined) do in these assays?
FLuc modulator: -12%

How did Cc1cccc(N2CC(c3nc4ccc(C)cc4[nH]3)CC2=O)c1 (centres undefined) do in these assays?
FLuc modulator: -11%

How did Cc1ccc(-c2noc(-c3nnn(CC(=O)Nc4cccc(C(F)(F)F)c4)c3N)n2)cc1 do in these assays?
FLuc modulator: -6%

What do the screens show for `Cc1ccc(-n2cc(C(=O)OCc3ccc(F)c(F)c3)c3ccccc3c2=O)cc1`?
FLuc modulator: 1%

What do the screens show for `CSc1ccc(CCNC(=O)c2ccc(-c3nc(COc4ccccc4)c(C)o3)cc2)cc1`?
FLuc modulator: 1%

How did Cc1cc(C)c2nc(N(Cc3cccnc3)C(=O)CCOc3ccccc3)sc2c1 do in these assays?
FLuc modulator: -1%

How did O=C(NCc1cccs1)C1CCN(C(=O)N2CCOc3ccc(Cl)cc32)CC1 do in these assays?
FLuc modulator: -16%

What do the screens show for `COC(=O)c1ccc(NC(=O)CC2C(=O)N(c3cccc(OC)c3)C(=O)N2C(C)C)cc1` (centres undefined)?
FLuc modulator: 2%

Results for Cc1cccc(-n2ncc(C(=O)N3CCN(C(=O)c4ccco4)CC3)c2C2CCN(C(=O)OC(C)(C)C)CC2)c1 ?
FLuc modulator: -2%

What do the screens show for `O=C(Nc1cc(F)ccc1F)N1CCC(CN2CCOCC2)CC1`?
FLuc modulator: 1%

How did CCOC(=O)c1cccc(NC(=O)c2cn(-c3cccc(OC)c3)c(=O)c3ccccc23)c1 do in these assays?
FLuc modulator: 2%

Results for Cc1ccc(-c2c(CN3CCN(c4cc(Cl)ccc4C)CC3)csc2C)cc1 ?
FLuc modulator: -4%

What do the screens show for `CCN(CC)S(=O)(=O)c1ccc2nc(NC(=O)c3cncc(Br)c3)sc2c1`?
FLuc modulator: inconclusive

Results for Cc1ccc(NC(=O)CSc2nnc(COc3ccc(Cl)cc3)o2)cc1 ?
FLuc modulator: -10%

How did O=C(NCC(c1cccnc1)N1CCc2ccccc21)c1ccc(F)c(F)c1 (centres undefined) do in these assays?
FLuc modulator: -2%

Results for CCOc1ccccc1CNC(=O)CCCN1C(=O)c2cccnc2Oc2ccc(Cl)cc21 ?
FLuc modulator: -12%

How did CCOc1cc(CNCCSc2nnnn2-c2ccccc2)cc(Cl)c1OC do in these assays?
FLuc modulator: -13%

How did COc1ccc(Cl)cc1NC(=O)Cn1cnc2c1c(=O)n(C)c(=O)n2C do in these assays?
FLuc modulator: 0%

What do the screens show for `COc1ccccc1C(=O)Oc1c(Sc2ccccc2)c(C)nn1-c1ccccc1`?
FLuc modulator: -3%

Results for Cc1cccc(CC(=O)NCCc2csc(-c3ccc(C(F)(F)F)cc3)n2)c1 ?
FLuc modulator: -13%

Results for CCCCNC(=O)C(CC)Sc1nnc(-c2cccc(F)c2)c(-c2cccc(F)c2)n1 (centres undefined) ?
FLuc modulator: -1%

Results for CCC(=O)Nc1ccc(CC)cc1-c1nc2ccccc2n(Cc2ccccc2)c1=O ?
FLuc modulator: -6%

What do the screens show for `O=C(NCc1ccc(Cl)cc1)C1CCCN(c2nc3ccccc3n3cccc23)C1` (centres undefined)?
FLuc modulator: 3%

What do the screens show for `CCC(C)NC(=O)CSc1nc2cc3c(cc2c(=O)n1CCCCCC(=O)NCc1ccc2c(c1)OCO2)OCO3` (centres undefined)?
FLuc modulator: 2%

Results for Cc1ccc(-c2nc3c4ccccc4n(Cc4cccc(Cl)c4)c(=O)n3n2)cc1 ?
FLuc modulator: -11%

Results for COc1cc(CCC(=O)NCc2ccc3c(c2)CCN3C(=O)c2ccccc2)cc(OC)c1OC ?
FLuc modulator: -6%

How did O=C(/C=C/c1ccccc1)Nc1cc(-c2nc3cc(Cl)ccc3o2)ccc1Cl do in these assays?
FLuc modulator: inconclusive

Results for O=C(Cn1c(-c2cccs2)cc2ccccc21)NCc1ccccc1Br ?
FLuc modulator: -5%

How did COc1ccc(C2C(C(N)=O)=C(C)Nc3nc(-c4ccccc4Cl)nn32)cc1 (centres undefined) do in these assays?
FLuc modulator: 5%

What do the screens show for `COc1cc(Cl)c(C)cc1NC(=O)c1cc(CN2CCOCC2)on1`?
FLuc modulator: -6%

How did COc1cccc(NC(=O)Cn2cc(S(=O)(=O)Cc3ccccc3F)c3ccccc32)c1 do in these assays?
FLuc modulator: -13%

Results for CCCCN(CCCNC(=O)CN1N=C(c2ccc(C)cc2)CCC1=O)c1ccccc1 ?
FLuc modulator: -13%

How did CCOC(=O)c1scc(-c2ccc(C)cc2)c1S(=O)(=O)N1CCN(c2ccccc2)CC1 do in these assays?
FLuc modulator: -2%

Results for Cc1ccc(C)c(Cn2c(C(C)NC(=O)c3ccccc3)nc3ccccc32)c1 (centres undefined) ?
FLuc modulator: -2%

Results for Cc1cccc(N2CCN(C(=O)C3CCN(S(=O)(=O)Cc4ccccc4)CC3)CC2)c1C ?
FLuc modulator: 0%

What do the screens show for `Cc1cccn2c(=O)c3cc(C(=O)NCCc4ccc(S(N)(=O)=O)cc4)n(C)c3nc12`?
FLuc modulator: -8%

What do the screens show for `Cc1ccc2nc(N(Cc3cccnc3)C(=O)Cc3ccccc3)sc2c1`?
FLuc modulator: -2%

Results for COc1ccc(CNC(=O)C2CCN(S(=O)(=O)c3cccc(-c4noc(C)n4)c3)CC2)cc1 ?
FLuc modulator: 0%

Results for CCOC(=O)c1cccc(NC(=O)C2Cc3ccccc3N2C(=O)c2ccccc2)c1 (centres undefined) ?
FLuc modulator: -5%

How did Cc1ccc(C)c(S(=O)(=O)c2nnn3c2nc(N2CCCCC2)c2sccc23)c1 do in these assays?
FLuc modulator: -8%

Results for COc1ccc2c(C)c(CCC(=O)NCCc3ccccc3)c(=O)oc2c1 ?
FLuc modulator: -6%

Results for COc1ccc(Nc2oc(/C=C/c3ccccc3OC)nc2C#N)cc1 ?
FLuc modulator: inconclusive

What do the screens show for `COc1ccc(CCNC(=O)c2cc(C)nc3c2c(C)nn3-c2ccc(C)cc2)cc1OC`?
FLuc modulator: 5%

Results for CCCSc1ncc(Cl)c(C(=O)Nc2c(C(=O)c3ccc(C)cc3)oc3ccccc23)n1 ?
FLuc modulator: 1%

How did Cc1ccccc1NC(=O)c1c(NC(=O)c2ccccc2F)sc2c1CCC(C)C2 (centres undefined) do in these assays?
FLuc modulator: -1%

Results for COc1ccc(C2=C(C)C(N3CCC(C(=O)Nc4ccccc4F)CC3)=NS2(=O)=O)cc1 ?
FLuc modulator: -2%

How did CCOc1ccc(-c2nc(Cn3c(=O)cc(-c4ccccc4)c4c(C)nn(C)c43)c(C)o2)cc1OC do in these assays?
FLuc modulator: -13%

What do the screens show for `CCc1ccc(-n2nc(C)c3c(C)cc(=O)n(Cc4nc(-c5ccccc5)oc4C)c32)cc1`?
FLuc modulator: 1%

How did Cc1ccc(NC2=CC(c3ccccc3F)N(c3ccc(C)cc3)C2=O)cc1 (centres undefined) do in these assays?
FLuc modulator: 1%

What do the screens show for `COC(=O)CN1C(=O)CSc2ccc(S(=O)(=O)Nc3cccc(C)c3)cc21`?
FLuc modulator: -13%

Results for CCc1ccc(C2c3c(oc4cc(C)c(C)cc4c3=O)C(=O)N2c2nc(C)c(C(=O)OC)s2)cc1 (centres undefined) ?
FLuc modulator: -3%

What do the screens show for `Cc1cc(C)c(/C=C/c2onc(C)c2S(=O)(=O)N2CCC(C(=O)NCc3ccccc3Cl)CC2)c(C)c1`?
FLuc modulator: 2%

Results for Cc1ccc(-c2cc(C(=O)O)n(Cc3ccccc3)n2)cc1 ?
FLuc modulator: inconclusive

What do the screens show for `COc1ccc(CCNC(=O)c2cc(-c3ccc(C)cc3)nc3n[nH]c(-c4ccccc4)c23)cc1OC`?
FLuc modulator: 2%

Results for COc1ccc(S(=O)(=O)NCC(c2ccco2)N2CCN(c3ccc(F)cc3)CC2)cc1 (centres undefined) ?
FLuc modulator: -7%

What do the screens show for `Cc1ccccc1Nc1cc(C(=O)NCc2cccs2)c2ccccc2n1`?
FLuc modulator: inconclusive

How did COc1cc2c(cc1OC)C(COc1ccc3c(C)cc(=O)oc3c1)N(C(=O)c1ccc(C)c(C)c1)CC2 (centres undefined) do in these assays?
FLuc modulator: 0%

Results for O=C(NCc1ccc(F)cc1)c1cnc(N2CCOCC2)c2ccccc12 ?
FLuc modulator: 5%

What do the screens show for `COc1ccc(NC(=O)Cn2nnc3sc4c(c3c2=O)CCCC4)cc1`?
FLuc modulator: -15%

How did Cc1ccc(C)c(N2CCN(C(=O)c3cccn4c(=O)c5ccccc5nc34)CC2)c1 do in these assays?
FLuc modulator: -7%

What do the screens show for `COc1ccccc1CNC(=O)CCn1c(=O)c2cccn2c2cccnc21`?
FLuc modulator: -6%

Filtered by structure: those above with an NH in an aromatic ring (two)
How did Cc1cccc(N2CC(c3nc4ccc(C)cc4[nH]3)CC2=O)c1 (centres undefined) do in these assays?
FLuc modulator: -11%

What do the screens show for `COc1ccc(CCNC(=O)c2cc(-c3ccc(C)cc3)nc3n[nH]c(-c4ccccc4)c23)cc1OC`?
FLuc modulator: 2%

Structures shown so far with a furan ring, fused or not (3):
Results for Cc1cccc(-n2ncc(C(=O)N3CCN(C(=O)c4ccco4)CC3)c2C2CCN(C(=O)OC(C)(C)C)CC2)c1 ?
FLuc modulator: -2%

Results for CCCSc1ncc(Cl)c(C(=O)Nc2c(C(=O)c3ccc(C)cc3)oc3ccccc23)n1 ?
FLuc modulator: 1%

Results for COc1ccc(S(=O)(=O)NCC(c2ccco2)N2CCN(c3ccc(F)cc3)CC2)cc1 (centres undefined) ?
FLuc modulator: -7%

Carrying on:
What do the screens show for `Cc1ccc(CN2C(=O)CN(C3CCC(C)CC3)C(=O)C2c2ccc(F)cc2)cc1` (centres undefined)?
FLuc modulator: -5%

How did COC(=O)NCc1c(C)nn(-c2ccccc2)c1-n1cccc1 do in these assays?
FLuc modulator: -16%

How did CCCCN(C(=O)C1CCC(CNS(=O)(=O)c2cccc3nsnc23)CC1)c1ccccc1 (centres undefined) do in these assays?
FLuc modulator: 0%

What do the screens show for `O=C(NCCc1ccccc1)c1cc(-c2ccc(Cl)cc2)on1`?
FLuc modulator: 1%

How did CC1=C(C(=O)NCc2ccc(Cl)cc2)C2(CCCCCC2)OC1=O do in these assays?
FLuc modulator: -4%

How did Cc1oc2c(c1C(=O)NCc1ccccc1F)C1=NCCN1C=N2 do in these assays?
FLuc modulator: -1%

Results for COc1ccc(NC(=O)CN2CCN(S(=O)(=O)c3ccc(Br)cc3)CC2)cc1 ?
FLuc modulator: -4%

Results for COc1ccc(Nc2cc(C(=O)NCCCN(C)Cc3ccccc3)c3ccccc3n2)cc1OC ?
FLuc modulator: inconclusive

What do the screens show for `Cc1ccccc1-c1nnc(SCC(=O)N(C)c2ccccc2)o1`?
FLuc modulator: inconclusive

What do the screens show for `COc1ccc(CNC(=O)c2cc(-c3ccc(Cl)cc3)n[nH]2)cc1`?
FLuc modulator: -1%

What do the screens show for `Cc1ccc2nc(-c3ccco3)c(Nc3ccc4c(c3)OCCO4)n2c1`?
FLuc modulator: 11µM*

How did CCOc1cc(C(=O)NCCc2csc3nc(-c4ccccc4F)nn23)cc(OCC)c1OCC do in these assays?
FLuc modulator: -13%

What do the screens show for `Fc1cccc(-n2ncc3c2ncn2nc(COc4ccc(Cl)cc4)nc32)c1`?
FLuc modulator: 3%

What do the screens show for `CCOc1ccc(C2CC(=O)c3c([nH]c(C(=O)OCc4ccccc4)c3C)C2)cc1` (centres undefined)?
FLuc modulator: -4%

What do the screens show for `CCOc1cc(-c2nc(-c3ccc(-c4ccc(OC)cc4)nc3OC)no2)cc(OCC)c1OCC`?
FLuc modulator: 0%

Results for Cc1cccc2sc(N3CCN(C(=O)c4ccco4)CC3)nc12 ?
FLuc modulator: inconclusive
